# DAX1 inh-1 – blocks DAX1 repression of SF-1 activated StAR promoter; HEK293T StAR-luciferase reporter, SF-1/DAX-1 repression relief; inhibition, % at 6.8 µM; actives 1.1% (n = 370,000); AID 652010;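 active = inhibition above the mean over all tested compounds plus 3 SD, cut at about 3.6% in these data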;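 also: 0% = DAX-1 cells with DMSO and 100% = cells lacking DAX-1 with DMSO; higher inhibition means more luminescence from relief of DAX-1 repression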
# GC-A act – GC-A (human) enzyme activation. actives 0.14% (n = 370,000). activation, % at 10 µM. HEK293 GC-A cells, cGMP TR-FRET, EC30 ANP; 0% at EC30 ANP, 100% saturating ANP; in the data active = activation above about 40%
# ssDAF-12 act – S. stercoralis DAF-12 activation, primary screen; HEK293 ssDAF-12/GRIP1 lit1-tk-luc reporter, luminescence; % of 3 µM dafachronic acid response; actives 1% (n = 370,000); activation, % at 6.8 µM;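 active = activation above the mean over all tested compounds plus 3 SD, cut at about 0.9% in these data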;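 also: 0% = DMSO-only wells and 100% = 3 µM delta7-dafachronic acid wells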
# hcDAF-12 act – H. contortus DAF-12 activation, primary screen. HEK293 hcDAF-12 lit1-tk-luc reporter, luminescence; 0% DMSO, 100% Δ7-dafachronic acid. activation, % at 6.8 µM. actives 1.4% (n = 370,000);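 active = activation above the mean of all tested compounds plus 3 SD, cut at about 5.5% in these data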;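 also: 100% = response to 3 µM Δ7-dafachronic acid high control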
# ADAM10 inh – inhibitors of human ADAM10; O14672; recombinant ADAM10, EDANS/DABCYL FRET peptide cleavage, 3 h; inhibition, % at 7 µM; actives 0.62% (n = 370,000);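 active = inhibition above a per-campaign cutoff equal to the mean of compounds falling between control-based bounds plus 3 SD, cut at about 20% in these data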;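 also: 0% = DMSO wells while the 100% control is not disclosed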
# hgDAF12 agonist – hgDAF-12 agonism, primary luciferase screen; HEK293 GAL4-hgDAF12 UAS-luciferase reporter, agonist luminescence; normalized to butyrate control; activation, % at 6.8 µM; actives 1.8% (n = 370,000); AID 687014;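 active = activation above a cutoff set at the mean of all screened compounds plus 3 SD, cut at about 10% in these data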;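 also: 0% = DMSO wells and 100% = sodium butyrate wells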
# HGIII-sPLA2 inh – Blocks human group III sPLA2 activity; Q9NZ20; QFRET BODIPY PC-A2 liposome hydrolysis, fluorescence; inhibition, % at 12.2 µM; actives 0.56% (n = 370,000);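 active = inhibition above mean plus 3 SD of compounds lying within the high and low control bounds, cut at about 19% in these data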;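 also: 0% = median of test compound wells and 100% = no enzyme DMSO wells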
# Target sequence (Q9NZ20 whole entry, looked up): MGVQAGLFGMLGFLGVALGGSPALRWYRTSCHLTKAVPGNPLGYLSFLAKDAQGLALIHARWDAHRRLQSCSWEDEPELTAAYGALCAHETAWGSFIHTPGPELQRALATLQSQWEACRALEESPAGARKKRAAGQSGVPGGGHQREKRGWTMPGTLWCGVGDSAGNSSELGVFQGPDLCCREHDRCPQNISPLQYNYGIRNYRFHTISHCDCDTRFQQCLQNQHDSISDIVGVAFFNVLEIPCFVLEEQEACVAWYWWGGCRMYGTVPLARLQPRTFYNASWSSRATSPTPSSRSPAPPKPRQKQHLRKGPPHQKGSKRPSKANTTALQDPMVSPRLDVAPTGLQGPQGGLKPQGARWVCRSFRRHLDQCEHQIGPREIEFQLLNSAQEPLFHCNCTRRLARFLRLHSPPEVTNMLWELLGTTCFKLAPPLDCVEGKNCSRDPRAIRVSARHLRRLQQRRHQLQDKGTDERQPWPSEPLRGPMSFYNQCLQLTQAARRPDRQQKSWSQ
# SMARCA2 act – activators of SMARCA2 function; MG213 cells, MMTV-luciferase reporter, dexamethasone, overnight; activation, % at 9.1 µM; actives 1% (n = 370,000); AID 652017; in the data active = activation above about 7.8%;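 also: 0% = vehicle wells and 100% = reference activator wells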
# GAA850 FXN act – increases GAA850 frataxin promoter reporter activity. HEK293 lucGAA850 FXN promoter luciferase reporter, 24 h; percent of 10 µM SAHA response. activation, % at 6 µM. actives 0.56% (n = 360,000);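 active = activation above the average of all compounds screened plus 3 SD, cutoff fixed separately per campaign, cut at about 7.5% in these data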;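 also: 0% = DMSO wells and 100% = 10 µM SAHA wells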
# DAX1 inh-2 – inhibits human nuclear receptor DAX1; actives 0.99% (n = 340,000); AID 504766; HEK293 Gal4-DAX1 luciferase reporter, luminescence; inhibition, % at 6.75 µM;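 active = inhibition above the mean over all tested compounds plus 3 SD, cut at about 4.2% in these data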;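 also: 0% = DAX1-transfected cells with DMSO and 100% = empty-vector control cells with DMSO; inhibition shows as a rise in luminescence from relieved DAX1 repression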
# Target sequence (P51843 207-470 limits assumed): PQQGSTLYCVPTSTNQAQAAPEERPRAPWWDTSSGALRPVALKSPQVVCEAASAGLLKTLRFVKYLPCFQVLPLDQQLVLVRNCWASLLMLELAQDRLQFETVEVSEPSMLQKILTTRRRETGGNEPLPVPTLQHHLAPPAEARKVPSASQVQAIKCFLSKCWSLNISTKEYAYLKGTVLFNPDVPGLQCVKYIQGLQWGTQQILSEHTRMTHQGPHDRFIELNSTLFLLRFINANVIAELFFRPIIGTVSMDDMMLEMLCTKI
# GC-B act – GC-B (human) receptor activation | actives 0.11% (n = 370,000) | activation, % at 10 µM | P20594 | HEK293-GC-B cells, CNP EC30, cGMP TR-FRET; 0% at EC30 CNP, 100% saturating CNP;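 active = activation at 10 µM reaching about 35% in either raw or pattern-adjusted values, limit read from the data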
# The depositor's hits bear a star; i = inactive; / = no result given.
SMILES,DAX1 inh-1,GC-A act,ssDAF-12 act,hcDAF-12 act,ADAM10 inh,hgDAF12 agonist,HGIII-sPLA2 inh,SMARCA2 act,GAA850 FXN act,DAX1 inh-2,GC-B act
Cc1cccc(C)c1NC(=O)CN(C)C(=O)CSCc1c(C)noc1C,1.0,1,-1.5,-0.4,3,1.0,-4,-2,0.3,-0.9,-10
CCOc1ccccc1NS(=O)(=O)c1cccc2nsnc12,2.0,1,-1.2,-0.2,5,0.2,-4,-3,1.4,-0.7,6
CCc1ccc(C(=O)NNC(=O)CCN2CCN(Cc3ccccc3)CC2)cc1,-0.4,3,-1.2,-1.5,-2,-2.3,3,-4,-0.5,0.8,-3
O=C(Nc1ccccc1)N1CCC(C(=O)N2CCN(S(=O)(=O)c3cccc(F)c3)CC2)CC1,0.4,-2,-2.0,-1.1,-13,-2.3,-1,-2,-3.0,0.3,4
O=C(Nc1ccnc(-c2cccnc2)n1)c1ccccc1Cl,-0.8,-3,-1.7,-1.4,-6,-1.2,-6,1,-0.1,-1.0,-10
Cc1ccc(Cn2nnc3c(=O)n(Cc4cccc(C)c4)cnc32)cc1,-0.5,2,-1.6,0.0,2,-4.0,-20,4,-1.4,0.1,-2
Cc1ccc(C)c(NC(NC(=O)c2cccnc2)C(Cl)(Cl)Cl)c1 (stereo unspecified),-0.1,-19,-1.1,-1.0,1,0.4,-6,-1,-0.9,-1.1,-6
COc1ccc(C(=O)NCCCOc2cccnc2)cc1OC1CCN(C(C)=O)CC1,-4.7,2,-0.9,-1.3,-6,-1.8,7,-2,3.0,-0.8,-6
O=C(Nc1cc(Cl)ccc1F)c1ccc(-n2cncn2)c([N+](=O)[O-])c1,-1.4,0,-1.6,-3.0,-4,-1.5,-1,-1,-0.7,1.6,-3
CC(=O)c1ccc(OCC(=O)NCC(c2ccco2)N2CCCCC2)cc1 (stereo unspecified),0.7,0,-2.1,-1.7,-7,-1.1,3,-4,0.7,0.3,-2
CCOC(=O)Oc1ccc(C(=O)OCCCN(C)C)cc1OC,0.4,0,-1.4,-1.7,-5,0.3,7,-1,4.5,-0.2,2
O=C(CCc1ccccc1)N[C@@H]1c2ccccc2CC[C@@H]1OCc1ccccc1,0.0,-3,-1.0,1.0,-3,-2.1,1,1,-0.5,0.3,-6
COCC(C)NC(=O)c1cc2c(ccc3ccccc32)oc1=O (stereo unspecified),0.5,1,-0.6,0.6,i,2.2,-1,3,4.8,-0.3,-2
CSCC(=O)N1CCCC(CO)(CCCc2ccccc2)C1 (stereo unspecified),-0.1,1,-1.6,-2.4,7,-1.6,2,-4,1.6,1.0,-3
COc1cccc(/C=N\NC(C)=O)c1OC/C=C/c1ccccc1,-2.1,-2,-1.6,-2.4,-14,0.2,-1,-2,0.3,-0.8,-3
CC1CCCC(C)N1C(=O)COC(=O)c1ccc(F)c(S(=O)(=O)N2CCOCC2)c1 (stereo unspecified),-0.8,-1,-1.0,0.1,-9,0.8,6,-1,1.1,0.2,3
O=C(CSc1nnc(-c2ccc(Cl)cc2)n1-c1ccccc1)N/N=C/c1ccccc1C(=O)O,0.4,0,-1.4,1.6,6,1.1,-16,0,-0.3,-0.7,-5
Cc1c(Cc2c(Cl)cccc2Cl)c(=O)ccn1C(C)c1ccccc1 (stereo unspecified),-0.8,-6,-1.4,-1.1,11,0.1,-1,-2,-3.7,1.5,-13
CC(=O)OCc1c(F)c(F)c(-n2nc(C)cc2C)c(F)c1F,0.5,-3,-1.3,-2.4,-8,3.4,0,0,-0.5,0.2,-1
Cc1ccc(NC(=O)CN(C)C(=O)Cc2ccc3c(c2)CCC3)cc1,0.5,3,-1.5,0.5,-1,0.8,-4,-1,1.1,-1.9,1
Cc1cc(C)c(S(=O)(=O)N2CCN(c3ccccc3)CC2)c(C)c1,-0.4,1,-0.9,1.8,5,-1.9,3,1,-1.9,-1.1,-5
Cc1ccc(S(=O)(=O)Nc2ccccc2C(=O)N2CCCCC2C)c(C)c1NS(C)(=O)=O (stereo unspecified),-0.4,1,-0.9,-0.3,11,0.0,-9,3,-2.3,-0.8,-3
Cc1ccc(/C=N\NC(=O)CC(=O)NCCc2ccccc2)cc1,-0.3,1,-1.1,0.1,-4,3.5,-21,0,-1.7,-0.1,1
Cc1ccc(NC(=O)C2CC(=O)N(C(C)C)C2)cc1C (stereo unspecified),-0.4,10,-0.6,-1.3,-4,-2.8,1,-2,-0.6,0.6,6
C[C@@H](NS(=O)(=O)c1ccc(Br)cc1F)[C@@H](O)c1ccccc1,1.7,2,-0.5,-0.8,3,0.0,1,-7,-0.4,-0.7,0
COc1cccc(CNC(=O)Cn2ccc3cc(S(=O)(=O)N4CCCC4)ccc32)c1,-2.0,1,-1.4,-2.9,-12,-0.1,-7,1,-0.1,-0.3,0
O=C(c1cccnc1Cl)N1CCOCC1,0.3,5,-1.4,0.2,8,-2.1,7,-1,-0.5,0.8,3
COc1ccc(/C=N/NC(=O)c2ccc3c(c2)OCCO3)c(OC)c1,1.0,-3,-0.5,1.2,-15,2.2,7,-1,-1.1,-0.2,-2
COc1ccc(C(CC(=O)Nc2cc(C)ccn2)N2Cc3ccccc3C2=O)cc1 (stereo unspecified),0.3,0,-1.3,-2.1,-5,0.1,-3,0,3.1,2.3,6
CCn1nnnc1SCC(=O)Nc1nc2ccccc2s1,0.1,3,0.0,-1.2,5,-0.5,0,-1,2.2,-0.4,-4

# Copied from the list.
# hcDAF-12 act, Cc1cc(C)c(S(=O)(=O)N2CCN(c3ccccc3)CC2)c(C)c1 : 1.8
# DAX1 inh-2, CC(=O)c1ccc(OCC(=O)NCC(c2ccco2)N2CCCCC2)cc1 (stereo unspecified) : 0.3

# Returning to the listing with the two entries that preceded the break.
SMILES,DAX1 inh-1,GC-A act,ssDAF-12 act,hcDAF-12 act,ADAM10 inh,hgDAF12 agonist,HGIII-sPLA2 inh,SMARCA2 act,GAA850 FXN act,DAX1 inh-2,GC-B act
COc1ccc(C(CC(=O)Nc2cc(C)ccn2)N2Cc3ccccc3C2=O)cc1 (stereo unspecified),0.3,0,-1.3,-2.1,-5,0.1,-3,0,3.1,2.3,6
CCn1nnnc1SCC(=O)Nc1nc2ccccc2s1,0.1,3,0.0,-1.2,5,-0.5,0,-1,2.2,-0.4,-4
O=C(Nc1ccc(Cl)cc1)c1cc2c(cc1O)[nH]c1ccccc12,0.0,24,-1.1,-1.1,-62,-2.6,-37,-11,-0.9,-0.8,9
O=C(N/N=C/c1sc(=O)n(-c2ccccc2)c1Cl)c1ccncc1,-1.7,-2,-1.7,-0.7,1,1.8,0,2,3.2,0.1,2
CCCN(Cc1cc2ccc(C)cc2[nH]c1=O)C(=O)c1cccnc1,-0.1,1,-0.5,2.5,-37,1.1,-1,-1,-1.3,-0.7,-2
COc1ccc(S(=O)(=O)N2CCN(C)CC2)cc1Br,-0.1,-3,-1.4,-1.2,12,1.8,0,2,-0.7,0.5,4
COc1ccc(OC)c2[nH]c(=O)c(CCNC(=O)C(=O)c3c[nH]c4ccccc34)cc12,0.0,-4,0.0,2.5,-7,-2.5,0,-1,-0.9,-1.6,-1
Nc1nnc(SCC(=O)N2CCCCC2)s1,-0.8,0,-1.3,-0.6,-8,-0.2,-3,1,1.7,0.1,-1
CNC[C@H]1OCc2cnnn2CCCC(=O)N([C@@H](C)CO)C[C@@H]1C,-0.2,3,-0.5,0.8,-9,-0.4,8,-6,/,/,5
Cc1ccc(S(=O)(=O)N2CC3(O)CN(C(=O)OC(C)C)N(C(=O)OC(C)C)CC3(OC(=O)NCc3ccccc3)C2)cc1 (stereo unspecified),-0.1,-1,-0.8,-1.0,2,-2.8,-24,-4,-5.0,0.8,1
O=c1c(Cl)cc(Cl)nn1-c1ccccc1,-0.8,47*,-1.7,1.1,7,0.4,11,1,-3.1,-1.2,1
COc1cccc(NC(=O)c2ccccc2NC(=O)c2ccncc2)c1,-3.0,1,-1.0,0.1,2,4.9,1,0,0.6,-0.4,3
O=S(=O)(CC(CN1CCCCC1)N1CCCCC1)c1ccccc1 (stereo unspecified),-0.7,-8,-1.1,0.3,-6,-1.5,-4,7,8.4*,-1.0,-4
O=C(Nc1ccc(N2CCOCC2)cc1)c1csc([C@H]2C[C@H](O)[C@@H](CO)O2)n1,-1.0,-3,-0.6,-2.1,-6,1.2,12,-4,2.5,/,5
O=S1(=O)NC(=NCC(c2ccco2)N2CCCCC2)c2ccccc21 (stereo unspecified),-0.1,1,-1.6,0.1,0,-3.4,-3,-1,1.3,-0.7,1
O=C(NCc1ccccc1)Nc1cccn(Cc2ccccc2F)c1=O,-0.6,0,-0.8,-0.9,-45,4.7,1,-2,-1.0,-0.8,5
CC(NC(=O)COc1ccccc1)C(=O)OCC(=O)c1cc2ccccc2o1 (stereo unspecified),-0.1,2,0.2,2.2,0,1.1,-4,0,-2.4,1.7,0
O=c1[nH]c(=O)n(C2C[C@H](O)[C@@H](CO)O2)cc1C(F)(F)F (stereo partly specified),-2.0,2,-1.1,1.4,-9,-2.6,1,-2,-7.7,-1.6,3
COCCNC(=O)C1(C)CCCN(CCOc2ccc(Cl)cc2)C1 (stereo unspecified),-0.1,-1,-1.6,-0.3,0,-2.3,12,-6,0.0,/,0
CCOC(=O)N1CCN(c2c(N3CCN(c4ccc(F)cc4)CC3)c(=O)c2=O)CC1,0.3,5,-1.1,-0.8,6,0.1,-2,2,-0.6,1.4,-2
Cc1nc(N2CCN(C)CC2)c2c(C)c(C(=O)Nc3ccc(C)c(F)c3)sc2n1,-0.5,-3,-1.5,-1.5,13,-1.5,-27,3,-1.7,1.2,-1
Cc1cc(C)n2nc(SCc3nnc(-c4ccccc4Br)o3)nc2n1,0.3,2,-2.0,2.2,4,-2.6,-5,1,2.9,0.4,1
COc1ccc(N(CC(=O)NCCSc2ccccc2)S(=O)(=O)c2ccccc2)cc1OC,-1.1,-2,-1.2,-0.7,4,-5.9,2,-1,-1.8,-0.4,-2
CCc1ccc(NC(=O)/C(C#N)=C/c2ccncc2)cc1,-0.1,13,-0.3,3.4,1,0.7,-32,0,-1.3,0.7,0
Cc1nc2oc3c(NCc4ccccc4)ncnc3c2c2c1COC(C)(C)C2,-0.7,29,-1.6,-0.9,-33,-2.1,5,-2,5.6,-0.4,18
O=Cc1ccc([B-](F)(F)F)o1,-1.2,-1,-0.8,-0.4,-3,2.7,2,-2,/,/,-1
CSc1ccc(/C=C/C(=O)NC(=O)c2ccccc2O)cc1,4.9*,1,-0.3,4.4,-75,13*,-15,1,5.1,1.0,0
Cc1ccc2c(c1)C(c1ccc(F)cc1)N(C(=O)c1cc3ccccc3oc1=O)CC(=O)N2 (stereo unspecified),-0.9,-3,-0.7,-0.7,-15,-5.1,-3,0,1.7,-0.3,-5
COc1cc(NC(=S)N2CCN(c3ccccn3)CC2)c(OC)cc1Cl,-0.3,-3,-1.6,-0.6,-2,4.5,22*,0,1.2,0.8,-4
CC(C)n1nnnc1C1(C)CN(S(C)(=O)=O)CC(=O)N1Cc1cccc(C(F)(F)F)c1 (stereo unspecified),-0.9,-4,-0.5,0.5,3,0.1,3,-2,/,/,1

# Assay outcomes (PubChem)
